# ssDAF-12 act = S. stercoralis DAF-12 nuclear receptor activators, primary screen, cell-based, luminescence, HEK293, GRIP1 co-expression, lit1-tk-luc | Nuclear hormone receptor DAF-12 (Strongyloides stercoralis) | HEK293 ssDAF-12/GRIP1 lit1-tk-luc reporter; % of 3 µM dafachronic acid response | activation, % at 6.8 µM | actives 1% (n = 370,000) | AID 652126, 2013;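 active = activation above the mean over all tested compounds plus 3 SD, cut at about 0.9% in these data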;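 note: 0% = DMSO-only wells and 100% = 3 µM delta7-dafachronic acid wells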
# sPLA2-III inh = human group III sPLA2 inhibitors, primary screen, biochemical, QFRET, BODIPY PC-A2 liposome substrate; QFRET BODIPY PC-A2 liposome hydrolysis, fluorescence; inhibition, % at 12.2 µM; actives 0.56% (n = 370,000); Group 3 secretory phospholipase A2 (Homo sapiens), Q9NZ20;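 active = inhibition above mean plus 3 SD of compounds lying within the high and low control bounds, cut at about 19% in these data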;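 note: 0% = median of test compound wells and 100% = no enzyme DMSO wells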
# hgDAF12 agonist = H. glycines DAF-12 receptor agonists, primary screen, cell-based, luminescence, HEK293, GAL4 fusion, UAS-luciferase; Nuclear hormone receptor DAF-12 (Heterodera glycines), GAL4 fusion; HEK293 GAL4-hgDAF12 UAS-luciferase reporter, agonist luminescence; normalized to butyrate control; activation, % at 6.8 µM; actives 1.8% (n = 370,000);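 active = activation above a cutoff set at the mean of all screened compounds plus 3 SD, cut at about 10% in these data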;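 note: 0% = DMSO wells and 100% = sodium butyrate wells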
# DAX1 inh-1 = DAX1 (NR0B1) inhibitors, primary screen, cell-based, HEK293, Gal4-DAX1, luciferase luminescence; AID 504766, 2011; Nuclear receptor subfamily 0 group B member 1 (Homo sapiens), P51843; actives 0.99% (n = 340,000); HEK293 Gal4-DAX1 luciferase reporter; inhibition, % at 6.75 µM;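 active = inhibition above the mean over all tested compounds plus 3 SD, cut at about 4.2% in these data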;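 note: 0% = DAX1-transfected cells with DMSO and 100% = empty-vector control cells with DMSO; inhibition shows as a rise in luminescence from relieved DAX1 repression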
# hcDAF12 agonist = H. contortus DAF-12 nuclear receptor activators, primary screen, cell-based, luminescence, HEK293, lit1-tk-luc reporter; HEK293 hcDAF-12 lit1-tk-luc reporter; 0% DMSO, 100% Δ7-dafachronic acid; activation, % at 6.8 µM; actives 1.4% (n = 370,000); AID 652067, 2013;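 active = activation above the mean of all tested compounds plus 3 SD, cut at about 5.5% in these data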;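 note: 100% = response to 3 µM Δ7-dafachronic acid high control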
# SMARCA2 act = SMARCA2 (BRM) function activators, primary screen, cell-based, luminescence, high throughput; MG213 cells, MMTV-luciferase reporter, dexamethasone, overnight; activation, % at 9.1 µM; actives 1% (n = 370,000); AID 652017, 2013; in the data active = activation above about 7.8%;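 note: 0% = vehicle wells and 100% = reference activator wells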
# GC-B act = human GC-B receptor activators, primary screen, HEK293 GC-B cells, cGMP TR-FRET, EC30 CNP. 0% at EC30 CNP, 100% saturating CNP. activation, % at 10 µM. actives 0.11% (n = 370,000). AID 1920062, 2024;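 active = activation at 10 µM reaching about 35% in either raw or pattern-adjusted values, limit read from the data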
# ADAM10 inh = human ADAM10 inhibitors, primary screen, biochemical, QFRET, HTS. actives 0.62% (n = 370,000). Disintegrin and metalloproteinase domain-containing protein 10 (Homo sapiens), O14672. AID 720582, 2013. recombinant ADAM10, EDANS/DABCYL FRET peptide cleavage, 3 h. inhibition, % at 7 µM;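 active = inhibition above a per-campaign cutoff equal to the mean of compounds falling between control-based bounds plus 3 SD, cut at about 20% in these data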;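 note: 0% = DMSO wells while the 100% control is not disclosed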
# NPR1 activator = GC-A stimulated cGMP production enhancers – HEK293 GC-A cells, cGMP TR-FRET, EC30 ANP, primary screen. actives 0.14% (n = 370,000). activation, % at 10 µM. AID 1671463, 2021. Atrial natriuretic peptide receptor 1 (Homo sapiens), P16066. 0% at EC30 ANP, 100% saturating ANP; in the data active = activation above about 40%
# Target sequence (P16066 whole entry, looked up): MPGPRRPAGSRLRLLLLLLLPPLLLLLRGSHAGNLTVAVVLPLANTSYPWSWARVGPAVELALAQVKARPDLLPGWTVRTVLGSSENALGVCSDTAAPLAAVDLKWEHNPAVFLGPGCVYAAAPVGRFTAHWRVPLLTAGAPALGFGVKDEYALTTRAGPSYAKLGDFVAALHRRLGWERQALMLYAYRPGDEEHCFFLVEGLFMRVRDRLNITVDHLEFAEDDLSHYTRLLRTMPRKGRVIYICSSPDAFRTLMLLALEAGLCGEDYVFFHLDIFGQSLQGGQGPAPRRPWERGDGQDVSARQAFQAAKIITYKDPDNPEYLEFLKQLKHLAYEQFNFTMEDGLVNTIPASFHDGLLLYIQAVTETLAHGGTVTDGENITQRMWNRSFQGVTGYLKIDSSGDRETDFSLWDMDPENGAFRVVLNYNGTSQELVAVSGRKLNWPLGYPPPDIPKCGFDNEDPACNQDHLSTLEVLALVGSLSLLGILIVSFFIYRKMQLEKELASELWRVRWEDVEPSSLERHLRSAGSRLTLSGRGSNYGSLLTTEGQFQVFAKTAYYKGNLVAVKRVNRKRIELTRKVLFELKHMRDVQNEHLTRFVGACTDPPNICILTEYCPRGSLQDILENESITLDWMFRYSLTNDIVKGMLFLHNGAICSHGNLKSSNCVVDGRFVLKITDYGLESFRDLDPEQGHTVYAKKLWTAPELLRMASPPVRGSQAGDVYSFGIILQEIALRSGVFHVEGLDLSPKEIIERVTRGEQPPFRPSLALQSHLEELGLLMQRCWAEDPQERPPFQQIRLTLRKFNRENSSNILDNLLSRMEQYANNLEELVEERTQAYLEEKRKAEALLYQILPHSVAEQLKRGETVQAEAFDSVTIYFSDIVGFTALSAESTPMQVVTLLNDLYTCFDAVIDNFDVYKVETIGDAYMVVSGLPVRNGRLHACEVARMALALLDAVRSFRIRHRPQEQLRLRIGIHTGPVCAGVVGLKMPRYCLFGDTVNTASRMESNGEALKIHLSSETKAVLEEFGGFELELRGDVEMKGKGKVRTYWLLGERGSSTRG
# DAX1 inh-2 = DAX1 (NR0B1) inhibitors on StAR promoter, primary screen, cell-based, luminescence, SF-1 (NR5A1), full-length DAX-1; AID 652010, 2013; inhibition, % at 6.8 µM; HEK293T StAR-luciferase reporter, SF-1/DAX-1 repression relief; actives 1.1% (n = 370,000);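 active = inhibition above the mean over all tested compounds plus 3 SD, cut at about 3.6% in these data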;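 note: 0% = DAX-1 cells with DMSO and 100% = cells lacking DAX-1 with DMSO; higher inhibition means more luminescence from relief of DAX-1 repression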
# GAA850 FXN act = FXN promoter activators, primary screen, cell-based, luciferase luminescence, HEK293 lucGAA850 | HEK293 lucGAA850 FXN promoter luciferase reporter, 24 h; percent of 10 µM SAHA response | activation, % at 6 µM | actives 0.56% (n = 360,000) | AID 540364, 2011;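 active = activation above the average of all compounds screened plus 3 SD, cutoff fixed separately per campaign, cut at about 7.5% in these data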;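 note: 0% = DMSO wells and 100% = 10 µM SAHA wells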
# Active calls of the source: *; . = not tested or not shown.
SMILES,ssDAF-12 act,sPLA2-III inh,hgDAF12 agonist,DAX1 inh-1,hcDAF12 agonist,SMARCA2 act,GC-B act,ADAM10 inh,NPR1 activator,DAX1 inh-2,GAA850 FXN act
CN(C)c1ccc(CC(=O)N2CCCC(c3cc(C(=O)Nc4ccc5c(c4)OCO5)no3)C2)cc1 (centres undefined),-2.0,6,0.2,.,-0.9,-3,2,3,1,-1.6,-1.5
CC(NC(=O)CN(C)Cc1cccs1)c1ccccc1 (centres undefined),-1.1,7,0.2,-1.3,-0.3,-4,-1,-9,1,-0.1,-1.5
CN(Cc1ccccc1)c1nc2c(c(=O)n(C)c(=O)n2C)n1CCCc1ccccc1,-0.4,4,0.3,0.9,-0.2,2,11,5,2,0.3,-0.8
C[C@H](CO)N1C[C@H](C)[C@@H](CN(C)Cc2ccc(C(=O)O)cc2)Oc2c(NS(=O)(=O)c3ccc(F)cc3)cccc2C1=O,-1.3,5,0.7,1.3,-0.1,1,2,10,-3,1.2,-1.1
O=C(NC1CCCCC1)C1CCCN1S(=O)(=O)c1ccc(Cl)cc1 (centres undefined),0.3,3,1.4,-1.1,-1.8,-4,3,0,8,-0.1,-1.3
Cc1ccc(C(=O)NCCS(=O)(=O)N2CCN(c3ccccc3F)CC2)cc1[N+](=O)[O-],-1.3,-20,-1.3,0.6,-2.1,-1,-2,11,-1,-0.2,2.4
CN1CCN(C(=S)Nc2cccc(C(F)(F)F)c2)CC1,-1.4,-1,-1.3,-2.0,-0.6,-2,5,-8,-3,-0.3,-0.7
CC1CCN(C(=O)C(Cc2ccccc2)n2cccc2)CC1 (centres undefined),-0.7,-9,0.6,-0.6,-1.3,-2,3,-12,6,-1.2,-2.1
Cc1cc(C)c(C#N)c(OCc2ccc(Cl)nc2)n1,-0.9,1,-1.2,0.3,-1.0,-1,1,0,4,0.0,1.3
COc1cccc(-c2c(C(=O)N/N=C(\C)COc3ccccc3)nnn2-c2nonc2N)c1,-0.9,-8,-0.8,1.7,-0.2,4,9,9,1,0.1,2.6
O=C(COC(=O)c1cccs1)Nc1cccc(S(=O)(=O)N2CCOCC2)c1,-0.7,-7,1.4,-0.5,2.2,-3,2,-2,-2,0.1,1.3
CC(=O)NC(C)(c1ccccc1)c1nc(-c2cc(F)cc(F)c2)cs1 (centres undefined),-0.4,-6,1.2,.,-1.6,-1,0,1,-4,-0.7,2.2
Cc1cc(Cl)ccc1OC(C)C(=O)Nc1ccc(S(=O)(=O)Nc2cnc3ccccc3n2)cc1 (centres undefined),-1.2,-108,-2.9,0.5,-0.1,0,14,-31,14,-0.4,-0.9
COCC(=O)Nc1nnc(CCc2ccccc2)s1,-0.7,3,-0.8,1.5,0.1,-2,0,-5,-1,-0.2,2.6
COc1ccc(S(=O)(=O)NCC(=O)N(CC(=O)NCC2CCCO2)Cc2ccc(F)cc2)cc1 (centres undefined),-1.3,7,3.7,0.0,0.1,-4,5,6,1,-0.1,1.0
CC[C@@H]1C(=O)[C@H](Cc2ccccc2)[C@H]2CCCC(=O)N3CC[C@@H]1[C@@H]23,-0.8,-1,0.0,1.0,-1.4,1,6,-6,8,-0.2,-0.2
CCOc1ccc(-c2cn(-c3ccccc3OC)c(=S)[nH]2)cc1,-1.1,15,1.3,-0.1,0.0,-2,-1,5,-3,-0.8,-3.2
OCCN1CCN(c2ncnc3c2ncn3[C@H]2CN(Cc3ccco3)C[C@@H](CO)O2)CC1,-0.9,5,0.9,.,1.8,-2,0,-12,3,0.3,0.1
COC(=O)c1ccc[n+](CC(=O)Nc2ccc(OC(F)F)cc2)c1,-1.3,-5,1.9,-0.1,1.5,0,5,0,1,0.6,2.0
O=C(O)c1cc2n(n1)C(C(F)(F)F)CC(C1CC1)N2 (centres undefined),-1.6,4,1.1,2.3,-1.1,-2,4,-7,-2,0.5,0.6
O=C(NCCCc1ccccc1)C1CCC(=O)N(CCc2ccc(Cl)cc2)C1 (centres undefined),-1.2,-2,2.7,-0.9,-1.2,0,-7,8,-6,0.2,2.8
CCOC(=O)CNC(=O)Cn1cnc2c(nnn2-c2cccc(Cl)c2)c1=O,-0.8,3,-2.3,1.5,-0.8,-3,5,4,8,0.6,-0.9
CCOc1ccc(S(=O)(=O)N(CC(N)=O)c2ccc(C)cc2)cc1,-1.0,1,-0.8,-1.1,-1.0,-7,7,-3,3,-0.1,-0.8
COc1cccc(/C=C2\SC(=O)N(CCC(=O)NCCCn3ccnc3)C2=O)c1,-0.9,-7,0.9,0.5,0.9,2,7,-15,5,0.0,2.7
Cc1ccc(NC(=O)CC(=O)Nc2ccc(C)c(C)c2)cc1C,-0.7,-66,0.9,-0.8,-0.3,-4,3,15,1,0.0,0.9
SMILES,ssDAF-12 act,sPLA2-III inh,hgDAF12 agonist,DAX1 inh-1,hcDAF12 agonist,SMARCA2 act,GC-B act,ADAM10 inh,NPR1 activator,DAX1 inh-2,GAA850 FXN act
CC(C)(C)OC(=O)NCC(=O)Oc1cc2oc(=O)cc(-c3ccccc3)c2cc1Cl,-1.5,-11,3.6,-1.1,-2.2,-4,-5,-315,11,-0.1,-0.1
CCN(CC)CC(O)COc1ccc2c(c1)c(C(C)=O)c(C)n2-c1ccccc1 (centres undefined),-1.1,-5,3.0,-0.2,-0.8,0,2,-1,4,-0.9,0.7
CCc1ccc(N2C=C(C(=O)OC)C(c3cccc4ccccc34)C(C#N)=C2N)cc1 (centres undefined),-0.4,6,-5.3,.,3.2,-2,-5,-9,-5,-5.6,.
O=C(CNC(=O)c1ccco1)NCC(=O)OCc1c(F)cccc1Cl,-0.9,3,-1.0,0.4,0.7,-2,0,-11,2,-2.3,-0.2
CC(C)COCC1CC2(CC(C)C(=O)CC2=O)C(=O)O1 (centres undefined),-1.2,-3,-1.1,-0.5,-1.9,0,4,0,2,-0.7,-3.9
Cc1cc(C)cc(CC2CC(=O)N(c3nc(C)cc(C)n3)C2=O)c1 (centres undefined),-0.9,1,0.9,1.4,-0.3,2,0,3,4,0.1,-3.4
Cc1ccc(N)c2c1OCCC2=O,0.6,18,3.6,0.7,3.4,-4,0,-4,7,0.3,1.5
COc1cccc(CNC(=O)c2c(C)nn(-c3ccccc3)c2C)c1,-1.2,-2,-0.8,-1.0,-2.9,-2,6,-2,4,-0.2,2.4
COC(=O)c1ccc(CNC(=O)COC(=O)/C=C/c2cc(OC)c(OC)c(OC)c2)cc1,-0.8,-9,-3.1,-1.2,-0.4,-1,-9,-39,-2,-0.8,-1.6
CC(=O)NC(c1ccco1)c1cc(Cl)c2cccnc2c1O (centres undefined),-1.0,-1,-0.1,.,-1.0,-5,0,5,2,-2.4,-4.0
C/C(NCCCn1ccnc1)=C(\C#N)C(N)=O,-0.9,0,-2.1,-0.5,-1.1,1,5,5,1,-0.7,-0.7
N#Cc1ccc(C(=O)Nn2cnnc2)cc1,-0.9,6,0.5,0.6,0.2,-1,2,-4,3,-0.6,-0.8
CC(OC(=O)C1CSC2(C)CCC(=O)N12)C(=O)Nc1ccc(F)cc1 (centres undefined),-0.9,-1,0.8,0.1,0.1,-1,3,-7,2,-0.2,-2.2
O=C(C1CCN(S(=O)(=O)c2ccc(F)cc2)CC1)N1CCOCC1,-0.8,-3,-1.3,-0.7,1.7,-2,-4,2,-2,0.0,2.9
COc1cccc(-n2c(SCC(=O)Nc3nc4ccccc4s3)nc3ccccc3c2=O)c1,-0.8,-2,2.6,.,2.5,-2,-3,0,-7,0.8,.
O=C(CNC(=O)c1ccc(-c2ccccc2)cc1)OCc1c(Cl)cccc1Cl,-1.3,5,1.0,-0.7,-2.3,0,2,4,-2,-0.2,2.3
O=C(O)CCC(=O)NNC(=O)COc1ccc(Cl)cc1Cl,-1.3,7,-1.9,.,-2.0,3,-1,7,5,-0.4,0.9
COc1ccc(NC2=C(C(C)=O)C(c3ccc4c(c3)OCO4)C(C(C)=O)C(C)(O)C2)cc1 (centres undefined),-1.9,4,-2.1,-2.2,-2.1,-2,-2,1,-1,-0.2,1.5
COc1ccc(-c2c(C(F)(F)F)oc3c(CN4CCN(C)CC4)c(O)ccc3c2=O)cc1,-0.7,1,4.0,-0.6,-0.5,0,5,-29,0,0.0,1.2
C/C(=N\NC(=O)c1ccc(NS(=O)(=O)c2cccs2)cc1)c1ccc(O)cc1O,-0.6,-2,1.4,1.3,0.1,-5,-1,-25,-8,0.7,-0.2
CC(NC(=O)c1c(F)cccc1Cl)c1ccc(-n2ccnc2)cc1 (centres undefined),-1.4,-1,-0.2,0.1,-1.4,-2,5,6,3,0.9,3.3
CC(=O)c1c(C)[nH]c(C(=O)NC2=NCCS2)c1C,-0.2,-2,3.6,0.5,-0.1,2,0,-2,2,0.3,7.3
Cc1cc2nc(-c3nnnn3C3CCCCC3)c(=O)[nH]c2cc1C,-1.1,-9,1.6,.,-2.4,-4,-3,-144,3,-0.5,.
OCC1(CCOc2ccccc2)CCN(Cc2cccn2-c2ncccn2)CC1,-1.4,2,0.4,0.4,-0.1,0,-4,-1,-4,0.7,2.1
CN(CCCNS(=O)(=O)c1cccc2cccnc12)Cc1ccccc1,-1.7,-5,2.1,-0.1,0.6,0,-7,-2,-7,-0.2,-3.1
Cn1c(SCC(=O)N2CCN(c3ccccc3)CC2)nnc1-c1ccco1,-1.7,5,-1.7,0.0,-1.2,-1,2,6,-2,-1.3,-2.1

# Single records (already shown). Values in the order: ssDAF-12 act, sPLA2-III inh, hgDAF12 agonist, DAX1 inh-1, hcDAF12 agonist, SMARCA2 act, GC-B act, ADAM10 inh, NPR1 activator, DAX1 inh-2, GAA850 FXN act
# Cn1c(SCC(=O)N2CCN(c3ccccc3)CC2)nnc1-c1ccco1 is listed as -1.7, 5, -1.7, 0.0, -1.2, -1, 2, 6, -2, -1.3, -2.1
# O=C(O)CCC(=O)NNC(=O)COc1ccc(Cl)cc1Cl is listed as -1.3, 7, -1.9, ., -2.0, 3, -1, 7, 5, -0.4, 0.9
# O=C(CNC(=O)c1ccco1)NCC(=O)OCc1c(F)cccc1Cl is listed as -0.9, 3, -1.0, 0.4, 0.7, -2, 0, -11, 2, -2.3, -0.2
# O=C(C1CCN(S(=O)(=O)c2ccc(F)cc2)CC1)N1CCOCC1 is listed as -0.8, -3, -1.3, -0.7, 1.7, -2, -4, 2, -2, 0.0, 2.9

# High-throughput results from PubChem BioAssay.
